Assay outcomes deposited in PubChem BioAssay by Sanford-Burnham Center for Chemical Genomics.
hIAP inh – human IAP inhibitors, primary screen, biochemical, luminescence, uHTS; purified IAP, CDP-Star luminescence, 30 min; inhibition, % at 10 µM; AID 2544, 2010; Intestinal-type alkaline phosphatase (Homo sapiens), P09923; actives 0.12% (n = 330,000);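 active means inhibition reaching a set limit with compound at 10 µM in the primary screen, cut at about 35% in these data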;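 further: plate controls were DMSO wells with enzyme for no effect and no-enzyme buffer wells for full effect; values of inactives mirror those of a sister screen read the other way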
APOBEC3G inh – APOBEC3G DNA deaminase inhibitors, primary screen, biochemical, fluorescence, single-stranded DNA substrate, uHTS | actives 0.28% (n = 330,000) | inhibition, % at 20 µM | recombinant A3G, ssDNA deamination FAM/TAMRA fluorescence;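 active means inhibition of at least 40% at 20 µM, with no more than 30% in the related APOBEC3A deaminase screen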;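 further: plate controls were DMSO wells with A3G for no effect and wells lacking A3G enzyme for full effect; some compounds called inactive have numbers as strong as hits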
Target sequence (Q9HC16 whole entry, looked up): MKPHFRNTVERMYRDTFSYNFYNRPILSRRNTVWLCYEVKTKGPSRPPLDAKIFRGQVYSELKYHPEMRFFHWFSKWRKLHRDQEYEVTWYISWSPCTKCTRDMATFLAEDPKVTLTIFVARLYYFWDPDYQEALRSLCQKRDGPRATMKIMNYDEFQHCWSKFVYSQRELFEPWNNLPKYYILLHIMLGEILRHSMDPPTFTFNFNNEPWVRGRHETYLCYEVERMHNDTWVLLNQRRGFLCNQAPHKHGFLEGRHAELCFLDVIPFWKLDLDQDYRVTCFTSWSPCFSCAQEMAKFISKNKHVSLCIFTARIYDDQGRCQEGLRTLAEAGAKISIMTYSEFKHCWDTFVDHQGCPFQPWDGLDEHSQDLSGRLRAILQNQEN
mIAP block – inhibitors of mouse IAP, primary screen, biochemical, luminescence, uHTS. intestinal alkaline phosphatase [Mus musculus]. purified mouse IAP, CDP-Star luminescence, 30 min. inhibition, % at 10 µM. actives 0.2% (n = 330,000). AID 2806, 2010;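 active means inhibition of at least 40% at 10 µM in the primary screen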;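 further: plate controls were DMSO with enzyme for no effect and no enzyme wells for full effect; values of inactives mirror those of a sister screen read the other way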
A3A deaminase – APOBEC3A ssDNA deaminase inhibitors, primary screen, selectivity assay for APOBEC3G inhibitor project, biochemical, FAM/TAMRA oligo cleavage fluorescence. recombinant A3A, FAM/TAMRA ssDNA deamination fluorescence. inhibition, % at 20 µM. actives 0.41% (n = 330,000). AID 493011, 2011;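 active means at least 40% inhibition at 20 µM here, with at most 30% in a related deaminase screen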;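 further: plate controls were A3A with DMSO for no effect and wells lacking A3A enzyme for full effect; some results filed as inactive read as strong as hits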
Target sequence (P31941 whole entry, looked up): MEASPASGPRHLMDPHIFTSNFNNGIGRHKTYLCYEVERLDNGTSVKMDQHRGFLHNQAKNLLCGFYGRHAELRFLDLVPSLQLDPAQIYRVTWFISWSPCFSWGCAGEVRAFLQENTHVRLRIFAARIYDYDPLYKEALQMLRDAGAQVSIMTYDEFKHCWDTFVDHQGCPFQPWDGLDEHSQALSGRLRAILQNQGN
MIN6 prolif – inducers of MIN6 beta-cell proliferation, primary screen, ATP luminescence, uHTS; MIN6 cells proliferation, ATPlite luminescence, 48 h; cells starved in 0.2% serum; 100% = growth in 10% serum; proliferation, % at 10 µM; actives 0.29% (n = 330,000);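 active means compounds whose signal lies at least 3.5 SD above the mean of all wells on their plate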;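 further: 0% = DMSO-treated cells in low-serum medium and 100% = 10% serum control; some compounds called inactive have numbers as strong as hits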
NR3A LBD binder – binders of NR3A ligand-binding domain, primary screen, biophysical, differential scanning fluorimetry, uHTS; Glutamate receptor ionotropic, NMDA 3A (GRIN3A) ligand-binding domain; NR3A LBD differential scanning fluorimetry, Tm shift; 0% = protein alone, 100% = glycine-bound protein; Tm shift relative to glycine control, % at 25 µM; actives 2.5% (n = 340,000); AID 1259313, 2017;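 active means melting temperature shift of at least 10% of the positive control shift, at one fixed dose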
MPTP block – mitochondrial permeability transition pore inhibitors, primary screen, biochemical, isolated mouse mitochondria, absorbance | inhibition, % at 10 µM | AID 602449, 2012 | Ca2+ swelling absorbance, 30 min | actives 1.4% (n = 360,000);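 active means inhibition of 50% or more, scaled per plate between neutral and stimulator controls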;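 further: 0% = DMSO wells given calcium and 100% = 1 mM EGTA wells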
hIAP activ – human IAP activators, primary screen, biochemical, luminescence, uHTS; purified human IAP, CDP-Star luminescence, 30 min; active compounds read high; 1 = vehicle-only enzyme, 0 = enzyme-free background; Intestinal-type alkaline phosphatase (Homo sapiens), P09923; activation factor at 10 µM; actives 0.16% (n = 330,000);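 active means activation factor of the enzyme at least 2-fold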; further: the source names both 10 and 20 µM as test concentration; values of inactives mirror those of a sister screen read the other way
mIAP act – activators of mouse IAP, primary screen, biochemical, luminescence, uHTS; intestinal alkaline phosphatase [Mus musculus]; activation factor at 10 µM; AID 2805, 2010; muIAP, CDP-Star luminescence, 30 min; active compounds read high; 1 = vehicle-only enzyme signal, 0 = enzyme-free wells; actives 0.24% (n = 330,000);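 active means activation factor of at least 2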; further: the source names both 10 and 20 µM as test concentration; values of inactives mirror those of a sister screen read the other way
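System: Mouse IAP enzyme | Also added: CDP-Star substrate | Dosing: Compounds dispensed in DMSO | Schedule: 30 min enzyme-substrate-compound incubation at room temperature | Technique: Chemiluminescence readout | Control set: DMSO-only wells and no-enzyme negative control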
Numbers without * were called inactive; / = no result given.

Fields: hIAP inh | APOBEC3G inh | mIAP block | A3A deaminase | MIN6 prolif | NR3A LBD binder | MPTP block | hIAP activ | mIAP act
- COc1cccc(C(=O)Nc2ccc(-c3nc4ccccc4o3)c(O)c2)c1
→ 12 | 5 | -10 | 2 | -3 | 34* | 4.9 | 0.88 | 1.1
- CCCCOc1ccc(C(=O)N/N=C/c2ccc(OCCN3CCCCC3)c(OC)c2)cc1
→ -60 | -9 | -70 | -2 | -5 | -2 | -0.8 | 1.6 | 1.7
- CCCCNC(=O)OCCSCCS(=O)(=O)c1ccc(Cl)cc1
→ -4 | -2 | 5 | 0 | -1 | -1 | 2.3 | 1 | 0.95
- Cc1cccc(OCCn2ccnc2)c1
→ 18 | -5 | -3 | -7 | 0 | 0 | -0.7 | 0.82 | 1
- O=C1C(NS(=O)(=O)c2cccs2)=C(N2CCN(c3cccc(C(F)(F)F)c3)CC2)C(=O)c2ccccc21
→ 13 | 2 | 16 | -6 | -5 | -4 | 1.7 | 0.87 | 0.84
- CCS(=O)(=O)c1ccc2c(c1)N(S(=O)(=O)c1cccs1)CC(C(=O)O)O2 (stereo unspecified)
→ 20 | 7 | -3 | -2 | 1 | 0 | 0.2 | 0.8 | 1
- O=C(NNc1c2ccccc2nc2ccccc12)C12CC3CC(CC(C3)C1)C2
→ 2 | -4 | 10 | -4 | -6 | 1 | 0.8 | 0.98 | 0.9
- CC1CCCC(NC(=O)CCNS(=O)(=O)c2ccc(Br)cc2)C1C (stereo unspecified)
→ 2 | 0 | -4 | 2 | -1 | -1 | -0.7 | 0.98 | 1
- COc1ccc(NC(=O)/C(C#N)=C\C=C\c2ccco2)cc1
→ 17 | -1 | 13 | 4 | -5 | -4 | -0.4 | 0.83 | 0.87
- Cn1cc(P(=S)(N2CCOCC2)N2CCOCC2)cc1P(=O)(N1CCOCC1)N1CCOCC1
→ -9 | 5 | -4 | -5 | -3 | 2 | -2.6 | 1.1 | 1
- O=c1o[nH]c(-c2ccccc2)c1C1=NCCCCC1
→ 2 | -1 | -8 | -2 | -3 | -2 | 0.4 | 0.98 | 1.1
- CCN(CC)CC(O)Cn1c2ccccc2c2ccccc21 (stereo unspecified)
→ -10 | -1 | 2 | 3 | -1 | -5 | 7.0 | 1.1 | 0.98
- COc1ccccc1CCNC(=O)c1cc(COc2cccc(C(F)(F)F)c2)on1
→ 13 | -5 | 10 | -4 | -5 | -6 | 0.1 | 0.87 | 0.9
- Clc1ccccc1-c1nnc2sc(-c3ccco3)nn12
→ 19 | -2 | -2 | 0 | -3 | -2 | -2.3 | 0.81 | 1
- CC(C)(Oc1ccc(Cl)cc1)C(=O)NCc1ccco1
→ 4 | -4 | 6 | -2 | -6 | -2 | 1.0 | 0.96 | 0.94
- Cc1ccc(/C(N)=N/OC(=O)CCCc2ccccc2)cc1
→ -6 | -9 | 9 | 0 | 3 | 7 | -0.8 | 1.1 | 0.91
- FC(F)(F)c1nc2ccccc2n2c(-c3ccc(Cl)cc3)nnc12
→ 17 | -3 | 9 | -4 | -5 | 1 | -2.5 | 0.83 | 0.91
- COc1ccccc1NS(=O)(=O)c1cccc(NS(=O)(=O)c2ccc(Cl)c(C(=O)O)c2)c1
→ -7 | -3 | -8 | 1 | 2 | -2 | -0.5 | 1.1 | 1.1
- Cc1ccc(NC(=O)c2nnn(-c3cccc(C(F)(F)F)c3)c2N)cc1
→ -5 | -14 | -2 | 1 | -3 | 1 | -1.5 | 1.1 | 1
- O=C(COc1coc(CN2CCc3ccccc3C2)cc1=O)Nc1cccc(Cl)c1
→ 14 | -6 | 16 | 0 | -4 | / | -1.1 | 0.86 | 0.84
- O=S(=O)(c1ccccc1)c1nc(-c2ccccc2)oc1NCc1cccnc1
→ -21 | -2 | 0 | 0 | -1 | 1 | 2.1 | 1.2 | 0.99
- O=C(COC(=O)COc1ccccc1)Nc1ccc(S(=O)(=O)N2CCOCC2)cc1
→ -1 | -4 | 5 | 9 | 0 | -4 | 0.3 | 1 | 0.95
- C1=C[C@@H]2CCN(Cc3ccccc3)Cc3cccc(c32)C1
→ -20 | -1 | 5 | 0 | -3 | -2 | 0.5 | 1.2 | 0.95
- Cc1ccc(-c2ccc3c(c2)S(=O)(=O)c2ccccc2C3=O)cc1
→ 5 | -10 | 0 | 7 | 4 | / | / | 0.95 | 1
- CCC(=O)Nc1ccc(NC(=O)C23CC4CC(CC(C4)C2)C3)cn1
→ -1 | -5 | -1 | 3 | -1 | -1 | -3.0 | 1 | 1
- CC(/C=N/NC(=O)c1ccncc1)=C\c1ccco1
→ 17 | -9 | 2 | 0 | -2 | -10 | -0.4 | 0.83 | 0.98
- CCn1cc(C(=O)NCCN(C)CCc2ccccc2)c(=O)c2cc(S(=O)(=O)N(C)C)ccc21
→ -6 | -3 | 8 | -1 | 0 | -1 | 2.4 | 1.1 | 0.92
- O=C(Nc1ccc2c(c1)OCO2)C1CCCCC1
→ 15 | 14 | -10 | 5 | 6 | 0 | -1.3 | 0.85 | 1.1
- CCN(CC)CC(=O)Nc1ccccc1SCC(=O)Nc1ccsc1C(=O)OC
→ 5 | 4 | 7 | 4 | -1 | -1 | -2.3 | 0.95 | 0.93
- CC1(C)Cc2c(c(N3CCOCC3)nc3sc4c(=O)[nH]cnc4c23)CS1
→ 2 | 1 | 10 | 1 | -1 | -1 | -2.4 | 0.98 | 0.9
- COc1ccc(NC(=O)Nc2nnc(N3CCCCC3C)s2)cc1OC (stereo unspecified)
→ -4 | -10 | -11 | -3 | -4 | -1 | -0.2 | 1 | 1.1
- O=C(Nc1cccc(Cl)c1)OCc1cnc(Cl)s1
→ -17 | -9 | -14 | -3 | -2 | -27 | 1.9 | 1.2 | 1.1
- Cc1cc(C)c2c(=O)n(CC(=O)NCCCN3CCOCC3)sc2n1
→ -3 | 54* | -7 | -2 | -5 | 19* | -1.7 | 1 | 1.1
- O=[N+]([O-])c1ccccc1N/N=C/c1ccc2c(c1)OCO2
→ 8 | 0 | 12 | -2 | 0 | -6 | 1.7 | 0.92 | 0.88
- Cc1cc(C)nc(NC(=O)c2cc([N+](=O)[O-])cc([N+](=O)[O-])c2)n1
→ 5 | 0 | 1 | 7 | -1 | 1 | 1.4 | 0.95 | 0.99
- N/C(=N\N=C\c1ccc([N+](=O)[O-])cc1)c1nonc1N
→ 0 | -9 | -6 | -3 | -1 | 1 | 4.4 | 1 | 1.1
- Cc1ccc(N2C(=O)c3cccc4c(Oc5ccccc5[N+](=O)[O-])ccc(c34)C2=O)c(C)c1
→ -4 | 0 | 5 | 3 | -2 | -6 | 5.2 | 1 | 0.95
- O=C1CC(c2ccc(Cl)cc2)SC(N(c2ccccc2)c2ccccc2)=N1 (stereo unspecified)
→ 16 | -8 | 3 | -2 | -6 | -6 | 0.8 | 0.84 | 0.96
- CC1CCCCN1c1cc(C#N)c(C#N)cc1[N+](=O)[O-] (stereo unspecified)
→ 12 | 11 | 3 | 4 | -3 | 0 | 0.3 | 0.88 | 0.97
- Cc1ccccc1S(=O)(=O)Cc1ccc(C(=O)N2CCN(C3CCCCC3)CC2)o1
→ 4 | -1 | -8 | 1 | -4 | -1 | -2.0 | 0.96 | 1.1
- CCOC(=O)C1CCCN(CCc2ccccc2)C1 (stereo unspecified)
→ -4 | -7 | 7 | -5 | -2 | -3 | -0.5 | 1 | 0.93
- O=C1/C(=C/c2ccncc2)CCc2ccccc21
→ 7 | -2 | 0 | 0 | -3 | 1 | -0.2 | 0.93 | 1
- Cc1cc(C)cc(CC2CC(=O)N(c3ccc4c(c3)OCCO4)C2=O)c1 (stereo unspecified)
→ -3 | -7 | 2 | -4 | 0 | -3 | 0.5 | 1 | 0.98
- CN(CC(=O)N1CCN(Cc2ccccc2)CC1)S(=O)(=O)c1ccc(Br)cc1
→ -3 | 3 | -2 | -2 | 1 | 0 | 0.2 | 1 | 1
- CCC(CC)c1nnc(NC(=O)c2c(C)nn(Cc3ccccc3Cl)c2C)s1
→ -24 | -3 | 20 | -3 | -3 | 16* | -2.8 | 1.2 | 0.8
- CCOCCc1nnc(NC(=O)CS(=O)(=O)c2ccc(C)cc2)s1
→ 23 | -10 | 3 | -5 | 0 | -2 | -2.1 | 0.77 | 0.97
- O=C(Cn1c(=O)n(CCCCC(=O)NC2CCCC2)c(=O)c2ccccc21)NCCC1=CCCCC1
→ -11 | -8 | 3 | 0 | -3 | 1 | 1.2 | 1.1 | 0.97
- O=C(NCCCN1CCOCC1)c1ccc(NS(=O)(=O)c2cccc([N+](=O)[O-])c2)cc1
→ -6 | -4 | -4 | 3 | -2 | 4 | -1.9 | 1.1 | 1
- CC1CC(C)CN(C2CCN(Cc3cccnc3)CC2)C1 (stereo unspecified)
→ -11 | 1 | 0 | -5 | -2 | -6 | -0.4 | 1.1 | 1
- O=C(CCN1c2ccccc2Sc2ccccc21)OCc1nnc(-c2ccccc2)o1
→ 5 | -1 | 3 | -3 | 1 | -2 | -5.0 | 0.95 | 0.97
- Cc1nc(CSc2nnc3scc(-c4ccc(Cl)cc4)n23)cs1
→ -3 | 0 | -15 | 2 | 0 | -1 | 1.2 | 1 | 1.2
- Cc1ccc(Nc2cc(C)nc3ncnn23)cc1
→ -12 | -1 | -12 | -5 | -2 | 1 | 0.0 | 1.1 | 1.1
- c1cncc(-c2nnc(C3CCCCC3)o2)c1
→ 2 | -7 | 2 | -3 | -2 | 1 | 0.2 | 0.97 | 0.98
- CC(C)c1ccc(NC2CCCN(C(=O)c3n[nH]c4c3CCC4)C2)cc1 (stereo unspecified)
→ -84 | -7 | 6 | -8 | -3 | 1 | -0.2 | 1.8 | 0.94
- CCOC(=O)c1[nH]c(C)c(/C(O)=C2\C(=O)C(=O)N(CCN(C)C)C2c2cccc(OC)c2OC)c1C (stereo unspecified)
→ -2 | -6 | 2 | -2 | -1 | -1 | 0.9 | 1 | 0.98
- CCCCNCCOCCOc1ccc(C)cc1Br
→ 3 | 9 | 2 | 2 | 0 | -7 | 61* | 0.97 | 0.98
- COc1ccccc1OCc1cc(C(=O)NCc2ccc(N3CCCC3=O)cc2)no1
→ -23 | -3 | -8 | -2 | -4 | 0 | 1.9 | 1.2 | 1.1

Printed as active in APOBEC3G inh (from the list above):
molecule	hIAP inh	APOBEC3G inh	mIAP block	A3A deaminase	NR3A LBD binder	MPTP block	hIAP activ	mIAP act
Cc1cc(C)c2c(=O)n(CC(=O)NCCCN3CCOCC3)sc2n1	-3	54*	-7	-2	19*	-1.7	1	1.1
